Source: PubChem (Vanderbilt University)
GIRK2 act – activators of NPY4-receptor-primed GIRK2 channels, summary, cell-based, HEK293, thallium flux; activation (% efficacy), % for hits at 37.5 µM; HEK293 GIRK2/NPY4 cells, thallium flux fluorescence; G protein-activated inward rectifier potassium channel 2 (Homo sapiens), P48051; 34,000 tested, under 10 active; AID 1259324, 2017;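 active means primary screen hit, no activity in plain HEK293 cells, and in GIRK2-only cells above 5% efficacy rising with concentration; inactive means the rest, including fluorescent compounds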;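 further: efficacy is normalized control-subtracted fluorescence 15 s after thallium addition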
Target sequence (P48051 whole entry, looked up): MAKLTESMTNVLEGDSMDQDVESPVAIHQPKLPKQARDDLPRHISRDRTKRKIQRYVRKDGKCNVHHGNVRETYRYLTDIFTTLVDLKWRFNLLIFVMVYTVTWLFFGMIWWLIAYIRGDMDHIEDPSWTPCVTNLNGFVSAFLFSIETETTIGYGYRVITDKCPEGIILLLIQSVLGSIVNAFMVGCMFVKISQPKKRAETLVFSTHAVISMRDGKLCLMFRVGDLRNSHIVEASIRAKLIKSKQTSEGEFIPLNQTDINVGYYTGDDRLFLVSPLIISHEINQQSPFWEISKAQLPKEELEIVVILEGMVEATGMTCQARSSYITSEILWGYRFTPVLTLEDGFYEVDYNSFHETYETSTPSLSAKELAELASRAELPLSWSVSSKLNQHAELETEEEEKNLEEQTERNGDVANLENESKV
Calls only; i = inactive.

| Structure | GIRK2 act |
| --- | --- |
| CCc1ccc(-c2cc3c(=O)n(Cc4nc(-c5ccccc5C)no4)ccn3n2)cc1 | i |
| O=c1ccc(-c2cccs2)nn1CCCNS(=O)(=O)c1cccc(Cl)c1Cl | i |
| O=C(COc1ccc2ccccc2c1)NCC1COC2(CCCCC2)O1 (configuration not stated) | i |
| CCCCNC(=O)Cc1csc(SCC(=O)c2ccc3c(c2)OCO3)n1 | i |
| O=C(NCC1(O)CCc2ccccc21)C(=O)Nc1ccc(OC(F)(F)F)cc1 (configuration not stated) | i |
| CSc1cccc(NC(=O)Cc2cc(-c3ccc4c(c3)CC(C)O4)on2)c1 (configuration not stated) | i |
| COc1ccc(C(=O)N2CCN(c3ncnc4c3nnn4C)CC2)cc1 | i |
| COc1ccc(C(=O)Nc2ccc(-c3cn4nc(OC)ccc4n3)cc2)c(OC)c1 | i |
| O=C(Nc1cccc(Cl)c1)c1csc(NS(=O)(=O)c2cccs2)n1 | i |
| CC(=O)CC1(O)C(=O)N(CCCOc2ccc(C)cc2)c2ccc(C)cc21 (configuration not stated) | i |
| COc1ccccc1C(=O)Nc1sc(SCC(N)=O)nc1-c1ccccc1 | i |
| Cc1ccccc1C(=O)NCC(O)c1ccc(C(F)(F)F)cc1 (configuration not stated) | i |
| COc1ccc(CCNC(=O)CCc2csc(NC(=O)c3ccccc3)n2)cc1 | i |
| CC(C)(C)C(=O)N1CCc2ccc(NC(=O)Cc3ccc(Cl)cc3)cc21 | i |
| Cc1cc(C(=O)NCCc2csc3nc(-c4ccccc4F)nn23)no1 | i |
| COc1ccc(C)cc1NC(=O)C(=O)NCCc1c[nH]c2ccccc12 | i |
| COc1cc(NC(=O)NCc2cccs2)ccc1N1CCCCC1=O | i |
| CC(C)c1cccc2sc(NC(=O)c3ccn(C)n3)nc12 | i |
| COc1ccc(S(=O)(=O)Nc2nc(C(=O)Nc3ccc4c(c3)OCCO4)cs2)cc1 | i |
| COc1ccc(NC(=O)Cn2nc(-c3ccco3)ccc2=O)cc1OC | i |
| CCN1CCN(C(=O)N(Cc2ccc(Br)cc2)S(=O)(=O)c2ccc(C)cc2)CC1 | i |
| CN(C)C(=O)Cc1ccc(NC(=O)C2CC2)cc1 | i |
| COc1ccc(-c2ccc(=O)n(CC(N)=O)n2)cc1OC | i |
| O=C(c1ccno1)N1CCN(c2nc3c(Cl)cccc3s2)CC1 | i |
| COCCn1cnc2c(-c3ccccc3)cn(CC(=O)Nc3ccccc3C(F)(F)F)c2c1=O | i |
| O=C1N(Cc2cc(=O)n3ccccc3n2)c2ccccc2S(=O)(=O)N1c1cc(F)ccc1F | i |
| Cc1ccc(NC(=O)CC2=NS(=O)(=O)c3ccccc3N2)c(C)c1 | i |
| CCC(C(=O)N1CCCSCC1CN1CCOCC1)c1ccccc1 (configuration not stated) | i |
| COc1ccc(NC(=O)c2cc3c(=O)n4ccccc4nc3n2Cc2ccccc2)cc1OC | i |
| O=C(c1cccc(C(F)(F)F)c1)N1CCC(c2nnc(C3CC3)o2)CC1 | i |
| CCCCOc1ccc(NC(=O)Nc2ccc3c(c2)N(S(C)(=O)=O)CCC3)cc1 | i |
| Cc1ccccc1NC(=O)CSc1ccc(NC(=O)c2ccccc2)nn1 | i |
| CC1Oc2ccccc2OC1C(=O)NC1CNC(=O)C1 (configuration not stated) | i |
| CCc1ccc(C(=O)NCCNc2ccc(Nc3cccc(C)n3)nn2)cc1 | i |
| Cc1c(C)c2ccc(NC(=O)c3cccs3)cc2[nH]c1=O | i |
| Cc1cc(NC(=O)CCCn2nc(-c3ccc(F)cc3)ccc2=O)on1 | i |
| O=C(Nc1ccc2scnc2c1)c1ccc(S(=O)(=O)N2CCc3ccccc3C2)cc1 | i |
| O=S(=O)(c1cccs1)N1CCN(c2ccc(-c3ccccc3)nn2)CC1 | i |
| CC1(C)CS(=O)(=O)N(c2ccc(Cl)c(C(=O)NC3CCCC3)c2)C1=O | i |
| O=C(COc1ccc(Cl)cc1)NCC1COC2(CCCCC2)O1 (configuration not stated) | i |
| CCCCc1ccc(NC(=O)CSc2ccc(-c3ccncc3)nn2)cc1 | i |
| Cc1cnc2c(c1SCC(=O)Nc1ccc(Br)cc1)c(=O)n(C)c(=O)n2C | i |
| CCc1c(C#N)c(SCC(=O)NCc2ccc3c(c2)OCO3)nc2c1C(=O)CC(C)(C)C2 | i |
| O=C(NCCOc1ccc(F)cc1)C(=O)NCc1ccccc1Cl | i |
| CCN1C(=O)NC2(CCN(S(=O)(=O)c3ccc(OC)c(C)c3C)CC2)C1=O | i |
| CS(=O)(=O)N1CCC(CNC(=O)Nc2ccccc2Cl)CC1 | i |
| CS(=O)(=O)c1ccccc1C(=O)Nc1nnc(CS(=O)(=O)c2ccccc2)o1 | i |
| CCOc1cc(C)ccc1S(=O)(=O)NCc1ccc2c(c1)OCO2 | i |
| Cc1cc(-c2nnc(NC(=O)c3cccc(N4C(=O)CCC4=O)c3)o2)nn1C | i |
| COc1ccc(-c2cc(=O)[nH]c(SCc3nc(-c4ccc(OC)cc4OC)no3)n2)cc1 | i |

Of the compounds above, these contain a thiophene ring, fused or not.
| Structure | GIRK2 act |
| --- | --- |
| O=c1ccc(-c2cccs2)nn1CCCNS(=O)(=O)c1cccc(Cl)c1Cl | i |
| O=C(Nc1cccc(Cl)c1)c1csc(NS(=O)(=O)c2cccs2)n1 | i |
| COc1cc(NC(=O)NCc2cccs2)ccc1N1CCCCC1=O | i |
| Cc1c(C)c2ccc(NC(=O)c3cccs3)cc2[nH]c1=O | i |
| O=S(=O)(c1cccs1)N1CCN(c2ccc(-c3ccccc3)nn2)CC1 | i |

(more compounds)
| Structure | GIRK2 act |
| --- | --- |
| CN(C(=O)C1COCC(=O)N1Cc1ccccc1)c1ccccc1 (configuration not stated) | i |
| Cn1ccc(C(=O)N(Cc2cccnc2)c2nc3c(Cl)cccc3s2)n1 | i |
| Cc1nnc(NC(=O)CSc2nc(-c3ccccc3)c(N)s2)s1 | i |
| Cc1ccc(CNC(=O)Cc2csc(NC(=O)c3ccc[nH]c3=O)n2)cc1 | i |
| O=C(NCc1cccs1)c1n[nH]nc1Nc1ccccc1 | i |
| O=C(CS(=O)(=O)c1ccc(Cl)s1)Nc1ccc2c(c1)OCO2 | i |
| COCCn1c(=NC(=O)c2ccn(C)n2)sc2cc(S(C)(=O)=O)ccc21 | i |
| O=C(COc1ccc2ccccc2c1)NNC(=O)c1ccc(=O)n(Cc2ccccc2)c1 | i |
| Cc1ccc(-c2ccc(=O)n(CCNC(=O)Nc3ccc(F)c(Cl)c3)n2)cc1 | i |
| Cc1nc2c(-c3ccccc3)cnn2c(NCCN2CCOCC2)c1C | i |
| COc1cccc(-c2cc(CC(=O)Nc3ccon3)no2)c1 | i |
| Cc1noc(C)c1CN1CCN(S(=O)(=O)c2c(C)noc2C)CC1 | i |
| Cc1ccc(-c2ccc(OCCNS(=O)(=O)c3ccccc3Cl)nn2)cc1 | i |
| CC(C)S(=O)(=O)c1cccc(C(=O)Nc2nnc(Cc3cccs3)o2)c1 | i |
| COc1ccc(C(=O)N2CCC(c3nnc(C(C)C)o3)CC2)cc1OC | i |
| O=C(C1CCC(=O)N1S(=O)(=O)c1ccc(Cl)cc1)N1CCCCC1 (configuration not stated) | i |
| CS(=O)(=O)N1CCC(C(=O)N2CCN(c3nc4c(Cl)cccc4s3)CC2)CC1 | i |
| COC(=O)Cn1c(=NC(=O)c2cc(C)no2)sc2ccccc21 | i |
| COc1ccc(OC)c(NC(=O)Cn2nc(SC)c(-c3nc(-c4ccccc4)no3)c2N)c1 | i |
| CCOC(=O)Cn1c(C2CC(=O)N(c3cc(OC)ccc3OC)C2)nc2ccccc21 (configuration not stated) | i |
| O=C(Cc1ccc(NS(=O)(=O)Cc2ccccc2Cl)cc1)N1CCOCC1 | i |
| COc1ccc(-c2cc(OCC(=O)Nc3ccc(OC)cc3OC)c3ccccc3n2)cc1 | i |
| COCC(=O)Nc1ccc2c(c1)N(C(=O)c1ccco1)CC2 | i |
| Cc1cc(C)n(-c2cc(N3CCN(C(=O)Nc4ccc5c(c4)OCCO5)CC3)nc(C)n2)n1 | i |
| O=C(Cc1csc(Nc2cccc(Cl)c2)n1)NCc1ccc2c(c1)OCO2 | i |
| O=C(Cc1cccc2ccccc12)NCC(c1ccco1)N1CCOCC1 (configuration not stated) | i |
| O=C(NCCc1csc(-c2ccc(F)cc2)n1)c1cc(=O)c2ccccc2o1 | i |
| Cn1nc(CNC(=O)OC(C)(C)C)c2ccccc2c1=O | i |
| CCOC(=O)CNC(=O)CN1CCC(c2nnc(-c3ccco3)s2)CC1 | i |
| CCc1cc(=O)[nH]c(SCc2nc(-c3ccc(SC)cc3)no2)n1 | i |
| COc1ccc(CNC(=O)NCC(O)Cc2ccccc2)cc1 (configuration not stated) | i |
| CC(=O)c1ccc(NC(=O)CSc2nc(=O)n(CCCO)c3c2CCCC3)cc1 | i |
| COc1cccc2cc(C(=O)NCC(C)(O)C3CC3)oc12 (configuration not stated) | i |
| Cc1nnc(C2CCN(C(=O)C3(c4cccs4)CCCC3)CC2)s1 | i |
| O=C(NCCOc1ccc(F)cc1)c1ccc([N+](=O)[O-])cc1Cl | i |
| Cc1c(Cl)cccc1S(=O)(=O)NCc1nn(C)c(=O)c2ccccc12 | i |
| CCn1ccc(C(=O)Nc2sccc2C(=O)NC)n1 | i |
| COc1cccc2sc(NC(=O)C3CCCN3S(C)(=O)=O)nc12 (configuration not stated) | i |
| O=C(c1ccccc1)C12CC3CC(CC(C3)C1)C2 | i |
| O=C(c1ccc2c(c1)OCO2)N1CCC(Oc2nc3c(F)cc(F)cc3s2)CC1 | i |
| CC(NC(=O)C1CCCN(c2ccc(-n3cccn3)nn2)C1)c1ccccc1 (configuration not stated) | i |
| CSCCC(C)(O)CNS(=O)(=O)c1c(F)cccc1F (configuration not stated) | i |
| CC(C)S(=O)(=O)c1cccc(C(=O)Nc2ccccc2Oc2ccccc2)c1 | i |
| CN(C)c1nn(CC(=O)N2CCc3ccccc32)cc1-c1ccccc1 | i |
| COc1ccc(NC(=O)CCSc2nnnn2-c2ccc(OC)cc2)cc1 | i |
| CCC1(C)N=C(SCC(=O)Nc2ccc(OC)cc2)C(c2ccccc2)=N1 (configuration not stated) | i |
| Cc1ccc(C)c(-c2ccc(=O)n(CC(=O)NC3CCCCC3)n2)c1 | i |
| Cc1cc(-c2nnc(NC(=O)CS(=O)(=O)c3ccc(F)cc3)o2)nn1C | i |
| COc1ccccc1CNC(=O)C(=O)Nc1ccc2c(c1)N(S(C)(=O)=O)CCC2 | i |
| COCc1c(C(=O)Nc2cc(OC)ccc2Cl)nnn1-c1ccc(C)cc1 | i |

Next entries follow.
| Structure | GIRK2 act |
| --- | --- |
| CCOc1ccc(CC(=O)Nc2cccc(-n3c(C)nc4ccccc4c3=O)c2)cc1 | i |
| O=C(Cc1ccc(Cl)cc1)NCCOc1cccc(C(F)(F)F)c1 | i |
| COc1ccc(C)cc1S(=O)(=O)NCCNc1cc(-n2nc(C)cc2C)nc(C)n1 | i |
| O=C(NC1(c2nc(-c3cccnc3)no2)CCCCC1)c1ccc2ccccc2n1 | i |
| COC(=O)c1ccc2c(=O)n(CC(=O)NCC3CCCO3)c(=S)[nH]c2c1 (configuration not stated) | i |
| COc1ccc(C)cc1NC(=O)C(=O)NCCC(O)c1ccco1 (configuration not stated) | i |
| COc1ccc(-c2nc(S(=O)(=O)c3ccccc3)c(N(C)C)o2)cc1 | i |
| CCOc1ccccc1NC(=O)C(=O)NCC1CCN(c2cnccn2)CC1 | i |
| O=C(CCc1ccccc1)NCC(O)c1ccc(C(F)(F)F)cc1 (configuration not stated) | i |
| COc1ccc(OC)c(NC(=O)C(=O)NCC2(c3cccs3)CCCC2)c1 | i |

Among those listed so far, these contain a tert-butyl group.
| Structure | GIRK2 act |
| --- | --- |
| CC(C)(C)C(=O)N1CCc2ccc(NC(=O)Cc3ccc(Cl)cc3)cc21 | i |
| Cn1nc(CNC(=O)OC(C)(C)C)c2ccccc2c1=O | i |

The listing continues:
| Structure | GIRK2 act |
| --- | --- |
| Cc1nn(C2CCS(=O)(=O)C2)c2nc(-c3ccc(F)cc3)cc(C(=O)N3CCN(C)CC3)c12 (configuration not stated) | i |
| COc1ccc(Cl)cc1NC(=O)C(=O)NCC1CCN(Cc2ccccc2)CC1 | i |
| CN(C)C(CNC(=O)C(=O)NCc1ccc2c(c1)OCO2)c1cccs1 (configuration not stated) | i |
| CCOC(=O)N1CCN(/C=C(\C#N)C(=O)NCCc2ccccc2)CC1 | i |
| Cc1nc(Nc2ccc(NC(=O)Cc3ccccc3)cc2)cc(-n2ccnc2)n1 | i |
| CC(C)c1ccc(NC(=O)CCc2csc(NC(=O)c3ccc[nH]c3=O)n2)cc1 | i |
| NC(=O)CSc1nc(-c2ccccc2)c(NC(=O)C(=O)c2c[nH]c3ccccc23)s1 | i |
| COc1ccccc1-n1nnnc1SCCC(=O)Nc1ccccc1C | i |
| COc1ccc(NC(=O)C(=O)NCC(C)(O)c2ccc(-c3ccccc3)cc2)cc1Cl (configuration not stated) | i |
| CC1=NN(c2ccccc2)C(=O)C1C(=O)c1sc(-c2ccccc2)nc1C (configuration not stated) | i |
| Cc1ccc(=O)n(CCNC(=O)c2cc(C)oc2C)n1 | i |
| CCS(=O)(=O)Nc1ccc(N2CCCC2=O)c(OC)c1 | i |
| CCOC(=O)N1CCc2nc(NC(=O)C3CCCN(S(C)(=O)=O)C3)sc2C1 (configuration not stated) | i |
| CCOc1ccc(S(=O)(=O)NCC2CCN(Cc3cc(C)oc3C)CC2)cc1F | i |
| CCc1nnsc1C(=O)Nc1ccc(S(=O)(=O)Nc2onc(C)c2C)cc1 | i |
| Cc1ccc(NC(=O)CC2SC(=O)N(Cc3ccccc3)C2=O)c(C)c1 (configuration not stated) | i |
| COc1ccccc1N1CCN(c2nnc(SC(C)C)s2)CC1 | i |
| CCc1ccc(NC(=O)c2cnc3c(c(C)nn3-c3ccccc3)c2Cl)cc1 | i |
| O=c1n(Cc2c(F)cccc2Cl)nc2ccc(S(=O)(=O)N3CCCCCC3)cn12 | i |
| O=C(Nc1ccc2c(c1)OCO2)N1CCN(Cc2nc(-c3ccc(F)cc3)cs2)CC1 | i |

Only part of the results is shown; the hit share may differ from the screen's.
